Yfh1-off respiration: enhancers of respiration in Yfh1-depleted yeast, dose response, Friedreich's ataxia, plus single-dose screen (AID 1465). S. cerevisiae Yfh1-off respiration, WST-1 reduction, 72 h; higher fold induction means a stronger effect. fold induction at 50 µM; hits with a dose series show EC50 in µM. 220,000 compounds, 0.074% hits;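 active = fold induction of absorbance versus untreated yeast above a set limit, then at least 30% activation at any dose in follow-up; inconclusive = repeats straddling the limit, or above it without dose testing; inactive = fold induction below the set limit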;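 note: activators that raise dye reduction in frataxin-depleted yeast; strong numbers were not always called active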
GPR55 beta-arrestin: GPR55 agonists via beta-arrestin recruitment, primary screen, imaging, U2OS cells, beta-arrestin-GFP redistribution (AID 1961) | U2OS GPR55 beta-arrestin-GFP redistribution imaging; higher % means a stronger effect | activation, % at 10 µM; hits with a dose series show EC50 in µM | 290,000 compounds, 0.048% hits;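 active = activation above 40% with more than 50 cells counted in the well; inconclusive = wells holding fewer than 50 cells, flagged as toxic or sparse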;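 note: U2OS osteosarcoma cells stably expressing GPR55 and beta-arrestin-GFP; plate controls were DMSO negative control for no effect and LPI positive control for full effect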
NTR1 agonist: NTR1-driven beta-arrestin-GFP spot formation – imaging, U2OS cells, high content, primary screen (AID 493036); agonist mode; activation, % at 20 µM; 330,000 compounds, 0.17% hits;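 active = activation at or above 40% of the spot to cytoplasm intensity ratio, with at least 20 cells analyzed; inconclusive = wells under 20 cells, flagged as cytotoxic or low count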;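 note: 0% = DMSO without peptide and 100% = 100 nM NTR1 peptide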
Target sequence (P30989 whole entry, looked up): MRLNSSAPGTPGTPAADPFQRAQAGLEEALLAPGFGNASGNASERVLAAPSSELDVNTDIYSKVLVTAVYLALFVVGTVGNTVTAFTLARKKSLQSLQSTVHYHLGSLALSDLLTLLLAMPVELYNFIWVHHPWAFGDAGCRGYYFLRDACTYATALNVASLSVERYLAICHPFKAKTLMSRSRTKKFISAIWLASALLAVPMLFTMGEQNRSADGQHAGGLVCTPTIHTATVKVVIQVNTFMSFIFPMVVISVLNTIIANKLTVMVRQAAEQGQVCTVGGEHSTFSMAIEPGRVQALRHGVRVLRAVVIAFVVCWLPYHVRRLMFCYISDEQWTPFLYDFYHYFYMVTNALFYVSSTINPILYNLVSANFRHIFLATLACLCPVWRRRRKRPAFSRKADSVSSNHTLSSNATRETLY
GPR55 LPI antagonism: GPR55 antagonists blocking LPI-driven arrestin recruitment, primary screen, imaging, U2OS, beta-arrestin-GFP, LPI agonist (AID 2013). U2OS GPR55 beta-arrestin-GFP translocation imaging, LPI antagonism; higher % means a stronger effect. inhibition, % at 10 µM, or IC50 in µM where a hit was titrated. 290,000 compounds, 0.13% hits;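 active = spots per cell inhibited over 60%, with over 100 cells counted and total cytoplasm intensity under 500,000; inconclusive = wells with under 100 cells, flagged as likely toxic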;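 note: U2OS cells stably carrying GPR55 and arrestin-GFP stimulated by 5 µM LPI near EC80; imaged beta-arrestin-GFP aggregate spots per cell after agonist stimulation; plate controls were LPI-stimulated DMSO wells for no effect and DMSO wells without LPI for full effect; some results filed as inactive read as strong as hits; confirmed hits need IC50 under 10 µM and bright autofluorescent wells are also inconclusive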
GPR35 antagonists: inhibition of zaprinast-stimulated GPR35 beta-arrestin translocation – imaging, U2OS, beta-arrestin-GFP, zaprinast agonist, primary screen (AID 2058). U2OS GPR35 beta-arrestin-GFP translocation imaging, zaprinast antagonism; higher % means a stronger effect. one-dose inhibition, % at 10 µM; IC50 in µM for titrated hits. 290,000 compounds, 0.052% hits;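 active = inhibition of at least 50% with at least 30 cells and total cytoplasm GFP at most 10,000,000; inconclusive = under 30 cells or total GFP of 10,000,000 plus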
Rac1 GTP hydrolysis: MgcRacGAP GTPase-activating activity inhibitors, confirmation, biochemical, ADP Hunter fluorescence; MgcRacGAP-stimulated Rac1 GTP hydrolysis, ADP Hunter fluorescence; higher % means a stronger effect; GST-tagged Rac1 F28L mutant substrate; inhibition, % at 30 µM, or IC50 in µM where a hit was titrated; 340,000 compounds, 0.6% hits;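 active = first-screen hits whose inhibition reached a set limit at any dose in the follow-up dose series; inconclusive = inhibition above the set first-screen limit but never retested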;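 note: fluorescence reports GDP produced by GAP-driven GTP hydrolysis; strong numbers were not always called active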
SV40 large T antigen: SV40 large T antigen inhibitors, biochemical (AID 1903) | 310,000 compounds, 0.39% hits | SV40 large T antigen ATPase/helicase inhibition assay; higher % means a stronger effect | inhibition, % at 20 µM; hits with a dose series show IC50 in µM; in the data active = a potency from the dose series; inconclusive = inhibition mostly from about 32% at the one dose, without a potency; inactive = the rest, 99 in 100 with inhibition below about 32%; note: strong numbers were not always called active
AID2073: inhibitors of Mint1-CaV2.2 protein interaction, biochemical, HTRF (AID 2073); HTRF protein-protein interaction, Mint1-CaV2.2; higher % means a stronger effect; 290,000 compounds, 0.19% hits; one-dose inhibition, % at 20 µM; IC50 in µM for titrated hits; in the data active = inhibition mostly above about 51%, no sharp cut-off; inconclusive = no clear call, values can overlap the other calls; inactive = mostly below about 53%; note: some results filed as inactive read as strong as hits
NS5 inhibitors: Dengue-2 NS5 methyltransferase inhibitors, primary screen, biochemical, confirmation dose response (AID 588689). inhibition, % at 25 µM, or IC50 in µM where a hit was titrated. Dengue-2 NS5 methyltransferase capping enzyme assay, biochemical; higher % means a stronger effect. 340,000 compounds, 0.3% hits; in the data active = a potency from the dose series; inconclusive = inhibition above about 29% without an active follow-up result
NTR1 agonist cell count 20 µM: further read-out of NTR1 agonist, marked with its call; cell count; measured here: cell count, cytotoxicity flag
NS5 inhibitors pilot replicate: further read-out of NS5 inhibitors, marked with its call; inhibition, %; measured here: pilot screen replicate inhibition
Numbers without * were called inactive; i = inactive; ? = inconclusive; . = not tested or not shown. Hits appear at their usual frequency, and some 1.7% of all compounds hit somewhere here.

SMILES | Yfh1-off respiration | GPR55 beta-arrestin | NTR1 agonist | NTR1 agonist cell count 20 µM | GPR55 LPI antagonism | GPR35 antagonists | Rac1 GTP hydrolysis | SV40 large T antigen | AID2073 | NS5 inhibitors | others
O=C(Nc1cccc2ccccc12)N(CCO)C1CCS(=O)(=O)C1 (stereo unspecified) | . | -0.2% | -0.9 | 52 | -11% | -6% | 3% | 1% | 1% | 7%
Cc1ccc(CNC(=O)CC2Sc3ccccc3NC2=O)cc1 (stereo unspecified) | i | -0.2% | -2.0 | 90 | 0% | -3% | 3% | 13% | -2% | -12%
O=C(O)CC/C(=N/NC(=O)c1cccs1)c1ccccc1 | i | -0.1% | 0.1 | 57 | -2% | 6% | 0% | 4% | -5% | -1%
COC(=O)c1c(-c2ccccc2)csc1NC(=O)C1CC=CCC1C(=O)O (stereo unspecified) | i | 0.2% | 2.4 | 63 | 8% | 1% | 7% | 3% | 13% | -4%
O=c1/c(=C/c2ccco2)sc2n1CN(c1ccccc1)CN=2 | i | -0.1% | 0.4 | 48 | -1% | -9% | 14% | 17% | -15% | -15%
O=C(CCS(=O)(=O)c1cc2c(cc1Cl)NC(=O)CO2)NCc1ccc(F)cc1 | . | 0.6% | 1.2 | 38 | -11% | -2% | 3% | . | 12% | -1%
CC(C)c1cccc(O)c(=O)c1 | i | 1.4% | -3.2 | 77 | 9% | 22% | 1% | 1% | 14% | -10%
Cc1ccc2nc(/C(C#N)=C\c3cc(C)n(-c4cccc([N+](=O)[O-])c4)c3C)[nH]c2c1 | i | 0.5% | 1.4 | 46 | -10% | -4% | 9% | 4% | 14% | -7%
Cc1ccccc1NC(=S)NCCc1c[nH]c2ccccc12 | ? | -0.2% | 0.3 | 47 | -1% | -17% | 6% | 0% | -2% | 10%
COC(=O)C1=C(CSc2nc3ccccc3s2)NC(=O)NC1c1ccc(F)cc1 (stereo unspecified) | i | 0.5% | 4.1 | 82 | 5% | -9% | 12% | 1% | 0% | 4%
CC1CCCCN1S(=O)(=O)c1ccc(S(=O)(=O)N2CCN(c3ccccc3)CC2)cc1 (stereo unspecified) | i | 0.0% | 9.2 | 89 | 2% | -14% | 3% | 5% | 2% | -1% | NS5 inhibitors pilot replicate=0.6
Cc1nc2cc(NC(=O)N3CC4(C)CC3CC(C)(C)C4)ccc2n1C (stereo unspecified) | i | -0.2% | -0.5 | 46 | 2% | -4% | 18% | 10% | 4% | 0%
CCCCN(C(=O)Cn1nnc2ccccc21)C(C(=O)NCCOC)c1ccc(OC)cc1OC (stereo unspecified) | i | 0.3% | -2.1 | 64 | 28% | -9% | 6% | 2% | 9% | -6%
C=CCn1c(=S)sc2c(=O)[nH]cnc21 | i | 0.2% | -1.0 | 47 | 6% | 12% | . | 9% | 2% | .
CCC(NC(=O)c1cccc(Cn2cc([N+](=O)[O-])cn2)c1)c1ccc(C(C)C)cc1 (stereo unspecified) | i | 0.3% | 0.5 | 81 | -5% | -10% | 3% | 13% | 4% | -1%
CCOP(=O)(OCC)C(NC(=O)c1cc([N+](=O)[O-])cc([N+](=O)[O-])c1)C(F)(F)F (stereo unspecified) | i | 0.3% | -1.3 | 82 | 6% | 2% | 4% | 8% | -8% | 0%
CC(C)NCC(O)COC1C2CC3CC(C2)CC1C3 (stereo unspecified) | i | -0.1% | -0.5 | 41 | 2% | 6% | 3% | 11% | 7% | -1%
Cc1ccc(C)c(CN2C(=O)COc3ccc(C(=O)c4ccccc4C(=O)O)cc32)c1 | i | -0.1% | 9.8 | 30 | 18% | -1% | -1% | -8% | 1% | .
Cc1cc(OCc2cc(C(=O)NCc3cc(C(C)C)no3)no2)cc(C)c1Cl | . | -0.1% | 0.0 | 64 | 10% | -4% | 8% | 6% | 13% | -4%
Cc1ccc(N2C(=O)CC(Sc3nccc(C)n3)C2=O)cc1 (stereo unspecified) | . | 0.9% | 0.2 | 61 | 4% | 11% | 2% | 9% | -8% | 2%
COc1ccccc1CCNC(=O)CC1C(=O)NCCN1CCCc1ccccc1 (stereo unspecified) | . | -0.1% | 0.0 | 59 | 10% | -3% | -3% | -2% | 5% | -10%
COc1ccccc1C(=O)NC1CCN(C(=O)Nc2ccc(C)cc2)CC1 | . | 0.0% | -0.6 | 44 | 8% | 2% | 4% | 3% | -3% | -12%
CC(=O)C1=C(NC(=O)c2ccc(F)cc2)CC2C1C2(C)C (stereo unspecified) | i | 0.0% | -2.8 | 101 | 17% | -2% | 10% | 1% | -2% | -2%
O=C(Oc1cccc(/C=N/Nc2nc(Nc3ccccc3)nc(N3CCOCC3)n2)c1)c1ccco1 | i | -0.1% | 8.0 | 54 | -4% | -10% | 5% | 2% | 9% | -5%
O=C1CCC([N+](=O)[O-])C(c2cccc([N+](=O)[O-])c2)N1 (stereo unspecified) | i | 0.4% | -0.7 | 48 | -4% | -3% | 4% | 4% | 0% | -9%

Additional records follow.
SMILES | Yfh1-off respiration | GPR55 beta-arrestin | NTR1 agonist | NTR1 agonist cell count 20 µM | GPR55 LPI antagonism | GPR35 antagonists | Rac1 GTP hydrolysis | SV40 large T antigen | AID2073 | NS5 inhibitors | others
O=C(CCNC(=O)c1ccc([N+](=O)[O-])cc1)NCCC1=CCCCC1 | . | . | -0.6 | 62 | . | . | 6% | 10% | . | -1%
O=C(O)CCCC(=O)Nc1ccc(Cl)cc1 | i | -0.1% | 1.9 | 47 | 8% | 8% | 0% | -2% | 6% | 2%
COc1ccc(OCC(O)CN2CCN(CC(O)COc3ccc(OC)cc3)CC2)cc1 (stereo unspecified) | . | -0.2% | 0.0 | 56 | 7% | 8% | 1% | 8% | 6% | -3%
Cc1cccc2cc(CN(Cc3nnnn3Cc3ccco3)C3CCCC3)c3nnnn3c12 | i | 0.2% | 0.0 | 73 | 29% | 7% | 13% | 16% | 31% | 2%
COc1ccc(NC(=O)CSc2nnnn2-c2ccccc2F)cc1 | . | 0.5% | -0.6 | 57 | 2% | 3% | 9% | 8% | 1% | 5%
CCOc1ccc(C2C3=C(CC(C)(C)CC3=O)N(CC(=O)O)C3=C2C(=O)CC(C)(C)C3)cc1OCC | . | 0.4% | 1.2 | 50 | 9% | 19% | 2% | 6% | 7% | -12%
Cc1sc2ncn(CC(=O)NCC(=O)N(C)C3CCCCC3)c(=O)c2c1C | i | -0.1% | 4.9 | 43 | 15% | -4% | -2% | 6% | -10% | -1%
CC(Oc1ccc(Cl)cc1Cl)C(=O)Nc1ccc(O)cc1 (stereo unspecified) | i | -0.2% | -0.1 | 53 | -4% | -5% | 38µM* | 29% | -1% | -3%
COc1ccc(C2C(C(C)=O)=C(O)C(=O)N2CCO)c(OC)c1 (stereo unspecified) | i | -0.1% | 0.2 | 43 | 2% | 1% | -1% | 9% | -6% | 5%
[O-]c1n[n+](-c2ccc(Cl)cc2Cl)cc2ccccc12 | i | -0.3% | 2.1 | 26 | 6% | -2% | 2% | 6% | -6% | 4%
O=C(C1CC1)N1N=C(c2ccc(Cl)cc2)CC1(O)C(F)(F)F (stereo unspecified) | . | 0.4% | -0.1 | 97 | -3% | -7% | 5% | -3% | 0% | -2%
COc1cccc(CN2C(=O)CN(C3CCCCC3)C(=O)C2c2ccc(F)cc2)c1 (stereo unspecified) | i | 2.0% | -2.0 | 81 | 1% | 3% | 5% | 11% | 12% | 1%
CCCCn1c(N)c(N(CC(C)C)C(=O)c2ccc(-c3ccc(C(C)=O)cc3)o2)c(=O)[nH]c1=O | . | . | 0.0 | 52 | . | . | 3% | 14% | . | -4%
CCCN1c2cccc3cccc(c23)S1(=O)=O | i | -0.1% | -4.7 | 64 | -8% | 17% | 4% | 8% | 23% | -2%
COc1ccc(OCc2nnc(SCC(=O)N3c4ccccc4Sc4ccc(Cl)cc43)o2)cc1 | i | 1.3% | -0.9 | 64 | -1% | -7% | 0% | 1% | 21% | -6%
CCOC(=O)N1CCN(C(=O)c2ccc3c(=O)n(CCOC)c(=O)[nH]c3c2)CC1 | . | -0.2% | 0.3 | 71 | 5% | 11% | 7% | -3% | 0% | 7%
CC(=O)N[C@H]1C[C@@H]1c1ccccc1 | i | 0.2% | -0.3 | 57 | 8% | -6% | 6% | -3% | 4% | 1%
CSc1ncc(C(=O)Nc2cc(C)ccc2C)c(C)n1 | . | 1.1% | -1.1 | 91 | 10% | -7% | 7% | -1% | 16% | -14%
CCOc1ccc(CCNC(=O)c2cc([N+](=O)[O-])ccc2N2CCOCC2)cc1OCC | . | -0.2% | -0.3 | 63 | -1% | 10% | 4% | 9% | -3% | 3%
O=C(COC(=O)Cc1ccccc1F)NCCNC(=O)COC(=O)Cc1ccccc1F | . | . | 0.1 | 64 | . | . | 2% | 12% | . | 4%
CCn1cc(C(=O)N[C@@H](CCSC)C(=O)NCCO)c(=O)c2cc3c(cc21)OCO3 | . | 0.0% | 0.2 | 115 | -2% | -4% | 6% | 7% | 1% | -3%
O=C(NC1CCCCC1)c1ccccc1C(F)(F)F | i | -0.1% | 2.2 | 63 | 4% | -4% | 7% | 23% | 6% | -11%
CC1CCN(CCCNC(=O)c2ccc(CS(=O)(=O)Cc3ccccc3F)o2)CC1 | i | 0.0% | . | . | 18% | 21% | 11% | 23% | 10% | -1%
CCOC(=O)c1c(NC(=O)c2ccc(N3C(=O)C4C5C=CC(C5)C4C3=O)cc2)sc2c1CCCC2 (stereo unspecified) | i | -0.2% | 18 | 88 | 5% | 2% | 10% | 3% | 36% | -10%
O=c1sc2ccccc2n1COc1ccc(Cl)cc1 | i | -0.1% | 2.9 | 39 | -3% | 4% | -7% | 4% | -1% | 11%
c1cc2c(cc1OCCNC1CCCC1)CCC2 | i | -0.1% | 0.1 | 55 | -8% | 6% | . | 6% | -11% | .
CCc1cc2c(=O)n3c(nc2s1)-c1[nH]c2ccc(OC)cc2c1CC3 | i | -0.4% | -1.2 | 70 | 3% | -12% | 2% | 29% | 21% | -1%
